XIAP antagonists: small molecules displacing peptide from XIAP – biochemical, IAP family, fluorescence polarization (AID 1018); XIAP BIR domain, fluorescence polarization peptide displacement; higher % means a stronger effect; displacement, % at 20 µM, or IC50 in µM where a hit was titrated; 200,000 tested, 0.007% active; in the data active = displacement above about 50%; note: a part of the inactive calls stands beside numbers as strong as those of hits
RSV antiviral HEp-2: inhibition of RSV-induced cytopathic effect – HEp-2 cells, primary 10 µM value included (AID 2391). one-dose CPE inhibition, % at 10 µM; IC50 in µM for titrated hits. 310,000 tested, 0.13% active. HEp-2 cells, RSV-induced CPE inhibition; higher % means a stronger effect; in the data active = a potency from the dose series; inconclusive = CPE inhibition mostly from about 23% at the one dose, without a potency; inactive = the rest, 99 in 100 with CPE inhibition below about 21%; note: strong numbers were not always called active
WT yeast gro inh: growth inhibition of WT yeast, mitochondrial fusion screen; mitochondrial fusion phenotypic screen, WT strain; inhibition, % at 10 µM; 190,000 tested, 2.1% active; AID 1362; in the data active = inhibition above about 58%; tested in S. cerevisiae
TNAP activation fold: human TNAP enzyme activators, primary screen, biochemical, luminescent, no phosphate acceptor, uHTS (AID 1001); purified TNAP, luminescent activation assay, no phosphate acceptor; higher activation fold means a stronger effect; activation fold at 20 µM; hits with a dose series show EC50 in µM; 200,000 tested, 0.03% active; in the data active = activation fold from about 3, or a potency from the dose series; inactive = the rest, 99 in 100 with activation fold below about 1.6; note: many of its hits are not listed in these tables
SIAH1 antagonists: Siah-1 peptide-binding antagonists, primary screen, biochemical, fluorescence polarization, rhodamine-plectin, uHTS (AID 1817). Siah-1 / rhodamine-plectin peptide fluorescence polarization; higher % means a stronger effect. 290,000 tested, 0.02% active. one-dose displacement, % at 20 µM; IC50 in µM for titrated hits;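 active = displacement of at least 50% at 20 µM, with a fluorescence ratio check between 0.3 and a set limit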;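 note: plate controls were Siah plus tracer with DMSO for no effect and tracer alone without Siah for full effect; strong numbers were not always called active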
human PMI inhibitors: human PMI inhibitors, high substrate, primary screen, biochemical, fluorescence intensity, high mannose 6-phosphate (AID 1220); recombinant PMI enzyme, coupled fluorescence intensity; higher % means a stronger effect; inhibition, % at 20 µM, or IC50 in µM where a hit was titrated; 190,000 tested, 0.66% active
Salmonella PhoP GFP: inhibitors of PhoP regulon expression, primary screen, Salmonella Typhimurium, GFP reporter (AID 1863); S. Typhimurium PhoP-regulated promoter GFP reporter, 4 h; higher % means a stronger effect; 300,000 tested, 0.16% active; inhibition, % at 50 µM, or IC50 in µM where a hit was titrated;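 active = inhibition over 29.93%, a cutoff 3 SD above the screen mean, later confirmed by dose response; inconclusive = inhibition over 29.93% but no dose response follow-up; inactive = inhibition at most 29.93% or unconfirmed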;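 note: 0% = low Mg2+ inducing control and 100% = high Mg2+ repressing control; strong numbers were not always called active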
human PMI inhibition: inhibitors of human PMI, primary screen, biochemical, fluorescence intensity, coupled assay (AID 1209) | purified PMI enzyme, coupled fluorescence intensity; higher % means a stronger effect | inhibition, % at 20 µM, or IC50 in µM where a hit was titrated | 190,000 tested, 0.42% active;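 note: plate controls were DMSO vehicle for no effect and wells lacking substrate for full effect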
Myeloid diff MLP: compounds promoting myeloid differentiation. AID 624256. calls only at 10 µM. 360,000 tested, 1% active. ER-HoxA9 myeloid progenitors, lysozyme-GFP differentiation, flow cytometry;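 active = normalized GFP-positive differentiation at or above the plate's own cutoff, the solvent-only control mean plus 3 SD; inconclusive = no clear call, values can overlap the other calls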;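 note: cells exposed to compound for four days before flow analysis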
WT yeast gro inh mutant strain: recorded beside WT yeast gro inh, whose call it bears; inhibition, %; mitochondrial fusion phenotypic screen, mutant strain inhibition
Myeloid diff MLP GFP+ MAC1+ %: also measured in Myeloid diff MLP; calls as there; GFP+ MAC1+ double positive, %; measured here: differentiation confirmed by MAC1 staining
* = called active by the depositor. Cut-off read from the data, not from the text of the source, unless noted: active = inhibition above about 50%; inactive = the rest.

For O=C1/C(=C/c2ccccc2)SC(=S)N1CCCC(=O)N1CCCCC1CCO (stereo not given) the results were RSV antiviral HEp-2 inconclusive, SIAH1 antagonists 1%, Salmonella PhoP GFP -1% and Myeloid diff MLP inconclusive.
O=C(Cc1ccccc1)NCc1n[nH]c(=S)n1-c1ccccc1 was read as XIAP antagonists -2.0%, RSV antiviral HEp-2 -1.0%, WT yeast gro inh -17, TNAP activation fold 0.9, SIAH1 antagonists 18%, human PMI inhibitors -10%, Salmonella PhoP GFP -2%, human PMI inhibition -6%, Myeloid diff MLP inactive, WT yeast gro inh mutant strain -12 and Myeloid diff MLP GFP+ MAC1+ % 0.2.
Screening CNC(=O)NC(=O)CSc1nnc(-c2ccc(F)cc2)n1CC1CCCO1 (stereo not given) returned XIAP antagonists -11%, RSV antiviral HEp-2 -0.6%, WT yeast gro inh -17, TNAP activation fold 1.1, SIAH1 antagonists 0%, human PMI inhibitors -3%, Salmonella PhoP GFP -2%, human PMI inhibition -2%, Myeloid diff MLP inactive, WT yeast gro inh mutant strain 10 and Myeloid diff MLP GFP+ MAC1+ % 0.3.
Screening CSc1ccc(C(=O)C2CCCN(C(=O)c3ccc4c(c3)OCO4)C2)cc1 (stereo not given) returned RSV antiviral HEp-2 20%, SIAH1 antagonists 4%, Salmonella PhoP GFP -2%, Myeloid diff MLP inactive and Myeloid diff MLP GFP+ MAC1+ % 2.8.
`CCCCC(=O)Nc1ccc(C(=O)N2CCN(c3ccccc3OC)CC2)cc1` gave XIAP antagonists -3.7%, RSV antiviral HEp-2 0.4%, WT yeast gro inh -20, TNAP activation fold 1.1, SIAH1 antagonists 0%, human PMI inhibitors 8%, Salmonella PhoP GFP -7%, human PMI inhibition 13%, Myeloid diff MLP inactive, WT yeast gro inh mutant strain -9 and Myeloid diff MLP GFP+ MAC1+ % 10.
For O=C(COc1ccc([N+](=O)[O-])cc1)Nc1ccncc1 the results were XIAP antagonists -1.3%, RSV antiviral HEp-2 1.1%, WT yeast gro inh -5, TNAP activation fold 1, SIAH1 antagonists 1%, human PMI inhibitors 10%, Salmonella PhoP GFP 3%, human PMI inhibition 7%, Myeloid diff MLP inactive, WT yeast gro inh mutant strain -5 and Myeloid diff MLP GFP+ MAC1+ % 0.4.
CCOC(=O)c1cn(-c2ccccc2CO)c2c(F)c(F)c(F)cc2c1=O was read as XIAP antagonists -4.7%, RSV antiviral HEp-2 1.4%, WT yeast gro inh 6, TNAP activation fold 1, SIAH1 antagonists -4%, human PMI inhibitors 11%, Salmonella PhoP GFP 0%, human PMI inhibition 6%, Myeloid diff MLP inactive, WT yeast gro inh mutant strain 8 and Myeloid diff MLP GFP+ MAC1+ % 0.8.
For O=C(Nc1ccc(F)cc1)c1cccc(N2C(=O)c3ccccc3C2=O)c1 the results were RSV antiviral HEp-2 1.0%, SIAH1 antagonists 11%, Salmonella PhoP GFP 5%, Myeloid diff MLP inactive and Myeloid diff MLP GFP+ MAC1+ % 0.1.
For O=[N+]([O-])c1ccc(N2CCN(S(=O)(=O)c3ccc4ccccc4c3)CC2)cc1NCc1ccco1 the results were XIAP antagonists 3.4%, RSV antiviral HEp-2 1.1%, WT yeast gro inh -6, TNAP activation fold 1, SIAH1 antagonists 0%, human PMI inhibitors 10%, Salmonella PhoP GFP 14%, human PMI inhibition 14%, Myeloid diff MLP inactive, WT yeast gro inh mutant strain -1 and Myeloid diff MLP GFP+ MAC1+ % 1.1.
Screening CCN1CCCC1CNC(=O)CSc1cc(=O)n(C)c2cc(Cl)ccc12 (stereo not given) returned XIAP antagonists -2.0%, RSV antiviral HEp-2 0.6%, WT yeast gro inh -4, TNAP activation fold 1.1, SIAH1 antagonists -3%, human PMI inhibitors 0%, Salmonella PhoP GFP -7%, human PMI inhibition 0%, Myeloid diff MLP inactive, WT yeast gro inh mutant strain -8 and Myeloid diff MLP GFP+ MAC1+ % 0.8.
Screening COc1ccc(C(=O)O)cc1S(=O)(=O)N(C)CCc1cccnc1 returned XIAP antagonists 0.2%, RSV antiviral HEp-2 1.9%, WT yeast gro inh 6, TNAP activation fold 1.1, SIAH1 antagonists 3%, human PMI inhibitors -10%, Salmonella PhoP GFP -8%, human PMI inhibition -14%, Myeloid diff MLP inactive, WT yeast gro inh mutant strain 20 and Myeloid diff MLP GFP+ MAC1+ % 1.0.
`COc1ccc(Cc2nnc(NC(=O)c3ccco3)s2)cc1OC` gave XIAP antagonists -4.2%, RSV antiviral HEp-2 1.2%, WT yeast gro inh 9, TNAP activation fold 1.1, SIAH1 antagonists 2%, human PMI inhibitors 1%, Salmonella PhoP GFP -9%, human PMI inhibition 2%, Myeloid diff MLP inactive, WT yeast gro inh mutant strain -24 and Myeloid diff MLP GFP+ MAC1+ % 0.7.
Screening CCC(=O)Nc1ccc(NC(=O)c2oc3ccccc3c2C)cc1 returned RSV antiviral HEp-2 -0.3%, SIAH1 antagonists -2%, Salmonella PhoP GFP 10%, Myeloid diff MLP inactive and Myeloid diff MLP GFP+ MAC1+ % 0.8.
For COc1cccc(C(=O)N[C@@H](CCSC)c2nc3ccccc3[nH]2)c1 the results were XIAP antagonists -2.2%, RSV antiviral HEp-2 4.7%, WT yeast gro inh -11, TNAP activation fold 1.2, SIAH1 antagonists -2%, human PMI inhibitors -14%, Salmonella PhoP GFP 6%, human PMI inhibition -10%, Myeloid diff MLP inactive, WT yeast gro inh mutant strain 4 and Myeloid diff MLP GFP+ MAC1+ % 0.2.
O=C(Nn1nnnc1Nc1ccccc1)C12CC3CC(CC(C3)C1)C2 was read as XIAP antagonists -0.8%, RSV antiviral HEp-2 -0.5%, WT yeast gro inh 13, TNAP activation fold 1.1, SIAH1 antagonists 0%, human PMI inhibitors 9%, Salmonella PhoP GFP 4%, human PMI inhibition 10%, Myeloid diff MLP inactive, WT yeast gro inh mutant strain 0 and Myeloid diff MLP GFP+ MAC1+ % 0.5.
For Cc1cc(C)c(OCCN2CCOCC2)c(Cl)c1 the results were RSV antiviral HEp-2 0.8%, SIAH1 antagonists 13%, Salmonella PhoP GFP -1%, Myeloid diff MLP inactive and Myeloid diff MLP GFP+ MAC1+ % 1.0.
Cc1noc(C)c1S(=O)(=O)N1CCC(C(=O)N2CCC(C)CC2)CC1 was read as XIAP antagonists -3.6%, RSV antiviral HEp-2 1.7%, WT yeast gro inh 25, TNAP activation fold 1.1, SIAH1 antagonists -3%, human PMI inhibitors 2%, Salmonella PhoP GFP -5%, human PMI inhibition 9%, Myeloid diff MLP inactive, WT yeast gro inh mutant strain 19 and Myeloid diff MLP GFP+ MAC1+ % 0.5.
Cc1cc(C)cc(NC(=O)C2CCN(S(=O)(=O)c3c(C)n[nH]c3C)CC2)c1 was read as XIAP antagonists -3.2%, RSV antiviral HEp-2 -1.0%, WT yeast gro inh 0, TNAP activation fold 0.7, SIAH1 antagonists -3%, human PMI inhibitors 2%, Salmonella PhoP GFP -2%, human PMI inhibition 4%, Myeloid diff MLP inactive, WT yeast gro inh mutant strain 2 and Myeloid diff MLP GFP+ MAC1+ % 0.6.
`COc1ccc(CSCC(=O)N/N=C/c2ccc(OCC(=O)NCc3ccco3)cc2)cc1` gave XIAP antagonists -21%, RSV antiviral HEp-2 5.4%, WT yeast gro inh 4, TNAP activation fold 1.1, SIAH1 antagonists -4%, human PMI inhibitors 6%, Salmonella PhoP GFP -1%, human PMI inhibition 13%, Myeloid diff MLP inactive, WT yeast gro inh mutant strain 18 and Myeloid diff MLP GFP+ MAC1+ % 0.4.
Cc1cccc(C)c1NC(=O)Cn1c(=O)n(CCCC(=O)NC2CCN(Cc3ccccc3)CC2)c(=O)c2ccccc21 was read as RSV antiviral HEp-2 0.3%, SIAH1 antagonists 1%, Salmonella PhoP GFP -3%, Myeloid diff MLP inactive and Myeloid diff MLP GFP+ MAC1+ % 0.4.
For CCOC(=O)c1ccc(Nc2nc(C)nc3c2nnn3Cc2ccccc2)cc1 the results were RSV antiviral HEp-2 1.0%, SIAH1 antagonists 4%, Salmonella PhoP GFP -2%, Myeloid diff MLP inactive and Myeloid diff MLP GFP+ MAC1+ % 0.6.
`CC(=O)Nc1c2c(nn1-c1ccc(Cl)cc1)CSC2` gave RSV antiviral HEp-2 1.0%, SIAH1 antagonists 6%, Salmonella PhoP GFP 7%, Myeloid diff MLP inactive and Myeloid diff MLP GFP+ MAC1+ % 0.5.
Screening COc1ccc(-c2noc(CCC(=O)NCc3cc(Br)ccc3OC)n2)cc1 returned XIAP antagonists 0.0%, RSV antiviral HEp-2 1.6%, WT yeast gro inh 2, TNAP activation fold 1.1, SIAH1 antagonists 4%, human PMI inhibitors -6%, Salmonella PhoP GFP -4%, human PMI inhibition 15%, Myeloid diff MLP inactive, WT yeast gro inh mutant strain 24 and Myeloid diff MLP GFP+ MAC1+ % 1.2.
`COc1ccc(C(=O)N2CC(=O)N(CCc3ccccc3)C(=O)C2)cc1OC` gave XIAP antagonists -3.1%, RSV antiviral HEp-2 3.0%, WT yeast gro inh 7, TNAP activation fold 1.1, SIAH1 antagonists 2%, human PMI inhibitors -6%, Salmonella PhoP GFP 16%, human PMI inhibition -2%, Myeloid diff MLP inactive, WT yeast gro inh mutant strain -5 and Myeloid diff MLP GFP+ MAC1+ % 0.8.
Screening Cn1nc([N+](=O)[O-])nc1Oc1ccccc1F returned XIAP antagonists -3.6%, RSV antiviral HEp-2 4.4%, WT yeast gro inh -1, TNAP activation fold 1.1, SIAH1 antagonists 3%, human PMI inhibitors 11%, Salmonella PhoP GFP -2%, human PMI inhibition 4%, Myeloid diff MLP inactive, WT yeast gro inh mutant strain 7 and Myeloid diff MLP GFP+ MAC1+ % 1.1.
CCCCn1nc(NC(=O)COC)c2cc3ccc(C)cc3nc21 was read as RSV antiviral HEp-2 2.1%, SIAH1 antagonists 5%, Salmonella PhoP GFP 14%, Myeloid diff MLP inactive and Myeloid diff MLP GFP+ MAC1+ % 0.2.
COC(=O)c1nc(-c2ccccc2)n[nH]1 was read as XIAP antagonists -4.5%, RSV antiviral HEp-2 -0.3%, WT yeast gro inh 19, TNAP activation fold 0.9, SIAH1 antagonists -1%, human PMI inhibitors -11%, Salmonella PhoP GFP -8%, human PMI inhibition -9%, Myeloid diff MLP inactive, WT yeast gro inh mutant strain 15 and Myeloid diff MLP GFP+ MAC1+ % 1.0.
For Cc1cc(C)cc(NC(=O)CN2CCC(NC(=O)c3ccccc3F)CC2)c1 the results were RSV antiviral HEp-2 -3.0%, SIAH1 antagonists 0%, Salmonella PhoP GFP -5%, Myeloid diff MLP inactive and Myeloid diff MLP GFP+ MAC1+ % 0.2.

Quoted at random: two compounds from above.
`CC(=O)Nc1c2c(nn1-c1ccc(Cl)cc1)CSC2` gave RSV antiviral HEp-2 1.0%, SIAH1 antagonists 6%, Salmonella PhoP GFP 7%, Myeloid diff MLP inactive and Myeloid diff MLP GFP+ MAC1+ % 0.5.
O=C(Cc1ccccc1)NCc1n[nH]c(=S)n1-c1ccccc1 was read as XIAP antagonists -2.0%, RSV antiviral HEp-2 -1.0%, WT yeast gro inh -17, TNAP activation fold 0.9, SIAH1 antagonists 18%, human PMI inhibitors -10%, Salmonella PhoP GFP -2%, human PMI inhibition -6%, Myeloid diff MLP inactive, WT yeast gro inh mutant strain -12 and Myeloid diff MLP GFP+ MAC1+ % 0.2.

Compounds were not picked by outcome (roughly 3.1% active in at least one column).
